esBAF inh: Bmi1 luciferase reporter increase in mESCs, primary screen, esBAF inhibitor project, mouse ES cells, Bmi1 luciferase knock-in, single point; 24 h; 100% = twice the neutral-well signal; reporter increase, % at 12.5 µM; 350,000 tested, 2% active; AID 602393, 2012; in the data active means activation above about 40%; inconclusive means no clear call, values can overlap the other calls;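 further: 0% = median of the plate's neutral control wells and 100% = double that signal; a rise in the Bmi1 reporter signal indicates esBAF inhibition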
ARNT TACC3 PPI: disruptors of ARNT/TACC3 protein interaction, primary screen, biochemical, AlphaScreen, single concentration; AlphaScreen His-ARNT PAS-B/GST-TACC3 binding, luminescence; TACC3 fragment carries E629A point mutation; inhibition, % at 9.99 µM; 390,000 tested, 0.66% active; AID 623870, 2012;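 active means mean inhibition of replicates at least 50% and at least half of replicates each reaching 50%; inconclusive means half or more replicates reach 50% but mean below 50%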;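 further: 0% = complete ARNT plus TACC3 wells and 100% = ARNT alone without TACC3; many hits fall short of the cut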
Statin myotox sup: suppressors of statin myotoxicity in C2C12 myotubes, primary screen, cell-based, single point, plate reader; C2C12 myotubes + simvastatin, ATP luminescence, 48 h; scaled: DMSO 0, geranylgeraniol control 100; rescue of ATP level, % at 7.49 µM; 330,000 tested, 0.78% active;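 active means mean ATP rescue above about 67%, or every replicate alone reaching that limit, limit read from the data, passing the limit was not always enough; inconclusive means no clear call, values can overlap the other calls; inactive means mean under the limit and some replicate under it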;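 further: myotubes were challenged with 10 µM simvastatin during compound exposure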
SIRT5 inh: SIRT5 desuccinylase inhibitors, primary screen, biochemical, fluorescence imaging, single point, set 5. inhibition, % at 15 µM. AID 652115, 2013. Purified SirT5, succinyl-peptide AMC, trypsin-coupled fluorescence. 330,000 tested, 1.1% active. NAD-dependent protein deacylase sirtuin-5, mitochondrial (Homo sapiens), Q9NXA8; in the data active means inhibition above about 15%; inconclusive means no clear call, values can overlap the other calls
Target sequence (Q9NXA8 whole entry, looked up): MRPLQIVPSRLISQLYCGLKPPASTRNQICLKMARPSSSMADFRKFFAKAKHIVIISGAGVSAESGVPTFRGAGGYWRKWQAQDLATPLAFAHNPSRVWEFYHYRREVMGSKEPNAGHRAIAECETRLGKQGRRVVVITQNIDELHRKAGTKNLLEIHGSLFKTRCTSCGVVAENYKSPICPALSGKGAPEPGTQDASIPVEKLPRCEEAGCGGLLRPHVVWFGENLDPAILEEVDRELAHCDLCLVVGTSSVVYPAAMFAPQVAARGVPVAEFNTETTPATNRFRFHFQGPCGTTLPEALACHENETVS
Cneo AK release: Cryptococcus neoformans cell lysis inducers, primary screen, AK release luminescence, single concentration; C. neoformans lysis, adenylate kinase release luminescence, 4 h; normalised: neutral wells 0, clomiphene wells 100; lysis activity, % at 15 µM; 360,000 tested, 0.2% active; AID 651654, 2012;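 active means mean lysis activity across replicates of at least 80%, whatever share of replicates individually reach that level; inactive means mean lysis activity below 80%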
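Test system: log-phase Cryptococcus neoformans yeast cells. Input: 5 × 10^6 yeast cells/mL. Medium: fresh YPD growth medium. Doses: single dose. Incubation: static 4 h at 37 °C with compound, 1 h detection. Measured by: luminescent adenylate kinase detection reagent. Read-out: signal increase indicating cell lysis. Benchmarks: Clomiphene.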
miR122 inh: miR-122 Renilla sensor signal increase in Huh7, primary screen, miR-122 inhibitor project, cell-based, single point, plate reader | activation (reporter increase), % at 12.5 µM | Huh7 miR-122 Renilla luciferase sensor, 48 h; neutral wells = 0, positive control = 100 | 340,000 tested, 0.3% active | AID 602342, 2012;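 active means mean replicate activation score at least 90 and every replicate individually at or above 90; inconclusive means only one of the two criteria met; inactive means neither criterion met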;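 further: higher luciferase means less miR-122 activity so hits act as miR-122 inhibitors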
ERp5 block: inhibitors of ERp5-driven insulin aggregation, primary screen, biochemical, turbidity, absorbance 650 nm, single point. Protein disulfide-isomerase A6 (Homo sapiens), Q15084. 90 min. inhibition, % at 9.99 µM. 350,000 tested, 0.05% active. AID 651711, 2012;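 active means mean replicate inhibition above about 25%, with every replicate also reaching it, limit read from the data, passing the limit was not always enough; inconclusive means only one of those two criteria met; inactive means neither criterion met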
Target sequence (Q15084 whole entry, looked up): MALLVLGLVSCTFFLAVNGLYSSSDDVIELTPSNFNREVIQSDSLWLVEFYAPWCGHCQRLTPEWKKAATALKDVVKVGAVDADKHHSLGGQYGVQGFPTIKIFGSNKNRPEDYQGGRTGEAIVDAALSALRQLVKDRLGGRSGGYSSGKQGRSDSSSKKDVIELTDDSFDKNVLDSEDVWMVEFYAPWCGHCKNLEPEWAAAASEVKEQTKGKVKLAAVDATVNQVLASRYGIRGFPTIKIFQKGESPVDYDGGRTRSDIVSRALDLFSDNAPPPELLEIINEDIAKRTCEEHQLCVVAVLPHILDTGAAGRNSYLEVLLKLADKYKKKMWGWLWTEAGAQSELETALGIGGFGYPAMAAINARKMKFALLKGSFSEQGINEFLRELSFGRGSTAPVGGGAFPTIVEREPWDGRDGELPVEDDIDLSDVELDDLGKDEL
An asterisk follows results filed as active; ? = inconclusive; · = not tested or not shown; [ ] = remark or other dose. Outcome played no part in choosing rows, and some 4% of all compounds hit somewhere here.

SMILES	esBAF inh	ARNT TACC3 PPI	Statin myotox sup	SIRT5 inh	Cneo AK release	miR122 inh	ERp5 block
CCN1CCN(C(c2ccccc2)c2nnnn2CCc2ccc(OC)c(OC)c2)CC1 (stereo not drawn)	·	-29	·	·	0	-3	·
O=S(=O)(Cc1ccccc1)N1CCc2ccccc2C1	-3	21	34	·	1	-2	·
CCn1c2ccccc2c2cc(NC(=O)COC(=O)c3cc(OC)c(OC)cc3OC)ccc21	·	-4	·	-5	1	·	5
CCc1cccc(OCCCn2ccnc2)c1	2	-10	-19	·	·	6	·
O=c1[nH]c(=O)c2[nH]c(=O)n(-c3ccccc3)c2[nH]1	5	-6	2	-1	·	?	-2
CC=Cc1ccc2n(c1=O)C[C@H]1[C@H](CO)[C@@H](C(=O)NCc3ccccn3)[C@@H]2N1CCC (mixture of isomers)	5	7	-3	-3	0	5[16.7 µM]	0
C[C@H](CO)N1C[C@H](C)[C@H](CN(C)S(=O)(=O)c2cn(C)cn2)Oc2c(NC(=O)C3CC3)cccc2C1=O	-7	2	0	1	-1	-11[16.7 µM]	-3
CCCn1c(/N=C/c2ccc3c(c2)OCO3)nc2ccccc21	0	5	10	·	0	-6	·
O=C(Nc1ccccc1N1CCOCC1)c1cccc([N+](=O)[O-])c1	·	-37	·	·	-5	-1	·
Cc1ccc(N2C(=O)CC(N3CCN(S(=O)(=O)c4ccccc4)CC3)C2=O)c(C)c1 (stereo not drawn)	·	6	·	2	-1	-6	2
O=C(Nc1cc(Cl)ccc1N1CCOCC1)C1=COCCO1	-9	·	-2	-2	-1	-1	0
COc1ccc(/C=C2\Sc3ccc(C(=O)NC4CC4)cc3N(C)C2=O)cc1OC	3	7	-5	2	2	-3	4
C#CCOc1ccc(/C=C2/C(=O)N(c3cccc(C(=O)O)c3)N=C2C)cc1OC	-9	4	-4	0	1	·	5
CCCCC(c1nnnn1CCOC)N1CCN(CC)CC1 (stereo not drawn)	-6	-2	-4	·	1	-5	·
COc1ccc(-n2c(C)cc(C(=O)CCl)c2C)cc1	3	-3	5	-2	-2	7	-2
COc1ccc(Br)cc1CNc1ccc(O)cc1	4	14*	15	·	0	-2	·
Cc1ccc(Nc2ncc3c(n2)CC(c2ccco2)CC3=O)c(C)c1 (stereo not drawn)	54*	-5	3	·	-9	-16	·
ClC1CCCCC1n1nnc2ccccc21 (stereo not drawn)	·	-12	·	1	·	·	-3
CCN1C(=O)[C@H]2[C@@H](c3ccc(-c4cccc(Cl)c4)cc3)N[C@@](CC(C)C)(C(=O)OC)[C@H]2C1=O	-4	-4	9	·	-2	-2	-6
N#CCCN1CCn2c1nc1ccccc12	-1	-2	-3	·	-2	6	·
CCC(C)[C@H](NC(=O)[C@@H]1Cc2ccccc2CN1)C(=O)Nc1ccc2c(c1)OCO2 (stereo partly drawn)	20	·	-13	0	0	2	1
COc1ccccc1-c1cn(CC[C@H]2CC[C@@H](NC(=O)c3ccccc3F)[C@H](CO)O2)nn1	6	3	5	1	0	·	-2
COc1ccc(-c2nnc(C)c3nocc23)cc1	-1	-11	-11	0	·	·	1
N#CC(=C(O)CN1CCN(c2ccccc2F)CC1)c1nc(-c2ccccc2)cs1	·	0	·	-5	·	·	2
CC(NC1CCN(Cc2ccccc2)CC1)c1ccc(F)cc1 (stereo not drawn)	2	-7	1	-6	1	·	5
Cc1noc(C)c1NC(=O)N[C@@H]1CC[C@@H](CCNC(=O)C2CCCCC2)O[C@H]1CO	-5	-9	-2	-1	9	·	-1
CC(C)(C)NC(=O)Cn1c(-c2nonc2N)nc2ccccc21	2	1	1	·	0	9	·
CCC(C)Sc1nnc(CSc2nc3nc(C)cc(C)n3n2)o1 (stereo not drawn)	0	-1	-1	·	·	7	·
ClCc1nc2ccccc2c2ccccc12	1	-7	-18	0	1	1	-5
CC(=O)N1CCc2cc(Br)cc(S(=O)(=O)NCc3ccc(Cl)cc3)c21	-7	-5	-7	0	4	110*	0
CCOC(=O)Nc1nc2ccc(Cn3cccc3)cc2[nH]1	·	-1	·	2	·	·	2
O=C(C1CCC1)N1CCc2cc(S(=O)(=O)NCc3ccccn3)ccc21	6	-1	18	·	0	11	·
CCOC(=O)c1[nH]c(C)c(C(=O)Nc2ccc(C)c(Cl)c2)c1C	20	-5	-64	·	0	10	·
CCCCc1c(O)nc(SCC(=O)N2CCOCC2)[nH]c1=O	2	3	0	·	1	-1	·
O=C(CNC(=O)c1ccco1)OCc1ccc(C(=O)Oc2ccccc2)cc1	-1	-4	-2	·	-2	-20	·
COc1ccc(Cn2c(=O)[nH]c3cc(C(=O)N4CCN(c5ccc(C(C)=O)cc5)CC4)ccc3c2=O)cc1	13	-3	-2	1	-1	-12	1

Ordered by formula weight (falling): 19 of the compounds above
SMILES	esBAF inh	ARNT TACC3 PPI	Statin myotox sup	SIRT5 inh	Cneo AK release	miR122 inh	ERp5 block
C[C@H](CO)N1C[C@H](C)[C@H](CN(C)S(=O)(=O)c2cn(C)cn2)Oc2c(NC(=O)C3CC3)cccc2C1=O	-7	2	0	1	-1	-11[16.7 µM]	-3
CCN1C(=O)[C@H]2[C@@H](c3ccc(-c4cccc(Cl)c4)cc3)N[C@@](CC(C)C)(C(=O)OC)[C@H]2C1=O	-4	-4	9	·	-2	-2	-6
Cc1ccc(N2C(=O)CC(N3CCN(S(=O)(=O)c4ccccc4)CC3)C2=O)c(C)c1 (stereo not drawn)	·	6	·	2	-1	-6	2
CC=Cc1ccc2n(c1=O)C[C@H]1[C@H](CO)[C@@H](C(=O)NCc3ccccn3)[C@@H]2N1CCC (mixture of isomers)	5	7	-3	-3	0	5[16.7 µM]	0
COc1ccc(/C=C2\Sc3ccc(C(=O)NC4CC4)cc3N(C)C2=O)cc1OC	3	7	-5	2	2	-3	4
C#CCOc1ccc(/C=C2/C(=O)N(c3cccc(C(=O)O)c3)N=C2C)cc1OC	-9	4	-4	0	1	·	5
O=C(CNC(=O)c1ccco1)OCc1ccc(C(=O)Oc2ccccc2)cc1	-1	-4	-2	·	-2	-20	·
CCOC(=O)c1[nH]c(C)c(C(=O)Nc2ccc(C)c(Cl)c2)c1C	20	-5	-64	·	0	10	·
CCCCc1c(O)nc(SCC(=O)N2CCOCC2)[nH]c1=O	2	3	0	·	1	-1	·
O=C(Nc1cc(Cl)ccc1N1CCOCC1)C1=COCCO1	-9	·	-2	-2	-1	-1	0
CC(C)(C)NC(=O)Cn1c(-c2nonc2N)nc2ccccc21	2	1	1	·	0	9	·
CC(NC1CCN(Cc2ccccc2)CC1)c1ccc(F)cc1 (stereo not drawn)	2	-7	1	-6	1	·	5
CCCCC(c1nnnn1CCOC)N1CCN(CC)CC1 (stereo not drawn)	-6	-2	-4	·	1	-5	·
COc1ccc(Br)cc1CNc1ccc(O)cc1	4	14*	15	·	0	-2	·
CCCn1c(/N=C/c2ccc3c(c2)OCO3)nc2ccccc21	0	5	10	·	0	-6	·
O=S(=O)(Cc1ccccc1)N1CCc2ccccc2C1	-3	21	34	·	1	-2	·
CCOC(=O)Nc1nc2ccc(Cn3cccc3)cc2[nH]1	·	-1	·	2	·	·	2
COc1ccc(-c2nnc(C)c3nocc23)cc1	-1	-11	-11	0	·	·	1
ClC1CCCCC1n1nnc2ccccc21 (stereo not drawn)	·	-12	·	1	·	·	-3

(further entries)
SMILES	esBAF inh	ARNT TACC3 PPI	Statin myotox sup	SIRT5 inh	Cneo AK release	miR122 inh	ERp5 block
CC(=O)c1cccc(-c2ccnc3c2CC(C(=O)NCC2CC2)O3)c1 (stereo not drawn)	4	·	-4	-1	-2	4	?
Cc1cccc(OCc2ccccc2)n1	-4	9	-9	·	-1	·	4
Nc1ncnc2c1ncn2C1O[C@H](CO)[C@@H](O)[C@@H]1O (stereo partly drawn)	-4	0	-11	1	0	-10	7
CC1(C)CC(=O)C=C(c2n[nH]nc2C2CCCCC2)C1	-3	·	6	0	-1	-6	-2
CCOC(=O)c1ccc(NC(=O)CCNS(=O)(=O)c2ccc3c(c2)oc(=O)n3C)cc1	1	-6	12	·	-1	-6	·
CCc1noc(C)c1C(=O)NNC(=O)c1ccccc1Cl	3	·	1	-3	1	·	-1
C[C@H]1[C@H]2c3nc4ccccc4n3C[C@H]1ON2C1CCCCC1	-7	-3	-12	·	4	-1	-2
CCCN(CC(=O)Nc1ccccc1C)C(=O)c1ccc(N2CCCCCC2)c([N+](=O)[O-])c1	7	1	-9	-4	-3	·	4
Cc1cc(OCCCC(=O)NCCN2C(=O)S/C(=C\c3cccnc3)C2=O)ccc1Cl	·	0	·	1	·	·	0
Cc1cc(C(=O)COC(=O)C23CC4CC(CC(O)(C4)C2)C3)c(C)n1-c1c(C)n(C)n(-c2ccccc2)c1=O	-8	-1	-4	1	0	-6	1
C[C@@H](O)C#Cc1cnc2c(c1)C(=O)N([C@@H](C)CO)C[C@H](C)[C@H](CN(C)C(=O)Nc1ccc(C(F)(F)F)cc1)O2	1	1	-2	-2	3	·	-2
Cc1noc(C)c1NC(=O)Nc1ccc2c(c1)C(=O)N([C@H](C)CO)C[C@H](C)[C@H](CN(C)Cc1ccccc1)OCCCC[C@H](C)O2	-5	2	·	1	7	-4[16.7 µM]	2

2 of the compounds above, with two lines to a compound.
Results follow in this order: esBAF inh, ARNT TACC3 PPI, Statin myotox sup, SIRT5 inh, Cneo AK release, miR122 inh, ERp5 block
C[C@@H](O)C#Cc1cnc2c(c1)C(=O)N([C@@H](C)CO)C[C@H](C)[C@H](CN(C)C(=O)Nc1ccc(C(F)(F)F)cc1)O2
    1, 1, -2, -2, 3, ·, -2
Cc1cc(OCCCC(=O)NCCN2C(=O)S/C(=C\c3cccnc3)C2=O)ccc1Cl
    ·, 0, ·, 1, ·, ·, 0

(further entries)
SMILES	esBAF inh	ARNT TACC3 PPI	Statin myotox sup	SIRT5 inh	Cneo AK release	miR122 inh	ERp5 block
CN(C)c1ccc(/C=N/NC(=O)CSc2ccccn2)cc1	·	9	·	-7	-1	-1	4
CC(C)(C)C(=O)Nc1c2c(nn1-c1ccccc1)CSC2	3	0	-14	0	-1	1	0
COC(=O)c1ccc(C(C(=O)NC2CCCCC2)N(C(=O)Cc2cccs2)C2CC2)cc1 (stereo not drawn)	-5	-2	5	·	0	-13	·
COC(=O)c1ccc(NS(=O)(=O)c2cccc3cccnc23)cc1	-9	-37	11	·	5	5	·
Cc1ccccc1Cn1cc(NC(=O)c2noc3c2CC(C(C)(C)C)CC3)cn1 (stereo not drawn)	0	-4	40	4	1	-7	-2
CS(=O)(=O)NN1C(=O)c2ccccc2NC1c1cccs1 (stereo not drawn)	·	-1	·	-10	·	·	?
O=C(NNc1cccc(Cl)n1)C(F)(F)F	·	5	·	-1	·	10	?
c1ccc(-c2nc3c4ccccc4ccn3c2CN2CCCCC2)cc1	·	-34	·	-4	·	·	-4
Cc1ccccc1Nc1cc(C(=O)NCC2CCCO2)c2ccccc2n1 (stereo not drawn)	2	8	-7	1	2	-9	-7
COc1ccc(S(=O)(=O)N2CCCCN3[C@H](CO)[C@H](c4ccc(C#CC5CC5)cc4)[C@H]3C2)cc1	·	22	·	·	3	-27[16.7 µM]	·
COC(=O)c1ccc(C2C(C(=O)c3cc4ccccc4o3)=C(O)C(=O)N2CCCN(C)C)cc1 (stereo not drawn)	4	-1	4	·	3	-11	·
CC(=O)Nc1ccc(-c2ccc3nnc(C)n3n2)cc1	-4	-1	10	9	-1	-4	-3
CN(CC(=O)Nc1cccc2ccccc12)C(=O)c1ccc(F)cc1F	-3	-7	-11	2	0	6	-4
O=C(CCS(=O)(=O)Cc1ccc(Cl)cc1)NCCc1ccccc1	·	0	·	-4	1	1	3
